RORg inh – inhibitors of mouse ROR gamma transcriptional activity | P51450 | Drosophila S2 Gal4-RORgamma UAS-luciferase reporter, 20 h | Potency, µM (highest dose often 53.6 µM), inactives show at the top dose activity change, negative = inhibition, usual class: inhibitors | actives 5.4% (n = 310,000); also: potency is read from the fitted curve at half-maximal effect; % is scaled to controls: 0 for no effect and ±100 for the full control effect; nearly all actives have a fitted effect of over 60% in size
Target sequence (P51450 whole entry, looked up, the tested form may be a part): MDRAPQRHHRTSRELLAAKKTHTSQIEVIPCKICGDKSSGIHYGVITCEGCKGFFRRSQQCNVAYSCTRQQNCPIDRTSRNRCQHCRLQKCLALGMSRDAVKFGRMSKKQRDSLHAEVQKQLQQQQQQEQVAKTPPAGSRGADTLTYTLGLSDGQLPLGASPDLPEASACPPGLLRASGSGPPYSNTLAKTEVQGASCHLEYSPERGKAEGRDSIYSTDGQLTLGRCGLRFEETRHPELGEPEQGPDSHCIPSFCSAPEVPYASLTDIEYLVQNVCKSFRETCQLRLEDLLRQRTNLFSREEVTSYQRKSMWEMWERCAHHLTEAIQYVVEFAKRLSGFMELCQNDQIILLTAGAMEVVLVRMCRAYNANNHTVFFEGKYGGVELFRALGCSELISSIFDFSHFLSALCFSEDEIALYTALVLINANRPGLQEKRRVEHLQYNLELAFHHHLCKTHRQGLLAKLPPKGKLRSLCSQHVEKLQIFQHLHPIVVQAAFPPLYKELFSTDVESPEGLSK
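Luciferase reporter read in Schneider cells carrying Gal4-RORγ (mouse) and UAS-Photinus luciferase; cells given compound 1 h before 700 uM copper sulfate induction, then incubated 20 h at ambient temperature.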
PKM2 activator – increases activity of human pyruvate kinase M2 | P14618 | purified PKM2, Kinase-Glo ATP luminescence, activation; response scale: 0% is enzyme alone, no compound | Potency, µM (titrated, usually from 57.5 µM), without a hit: top-dose activation, actives largely listed as activators | actives 0.34% (n = 260,000) | AID 1631; also: potency is read from the fitted curve at half-maximal effect; % is scaled to controls: 0 for no effect and ±100 for the full control effect; nearly all actives have a fitted effect of over 55% in size
Target sequence (P14618 whole entry, looked up): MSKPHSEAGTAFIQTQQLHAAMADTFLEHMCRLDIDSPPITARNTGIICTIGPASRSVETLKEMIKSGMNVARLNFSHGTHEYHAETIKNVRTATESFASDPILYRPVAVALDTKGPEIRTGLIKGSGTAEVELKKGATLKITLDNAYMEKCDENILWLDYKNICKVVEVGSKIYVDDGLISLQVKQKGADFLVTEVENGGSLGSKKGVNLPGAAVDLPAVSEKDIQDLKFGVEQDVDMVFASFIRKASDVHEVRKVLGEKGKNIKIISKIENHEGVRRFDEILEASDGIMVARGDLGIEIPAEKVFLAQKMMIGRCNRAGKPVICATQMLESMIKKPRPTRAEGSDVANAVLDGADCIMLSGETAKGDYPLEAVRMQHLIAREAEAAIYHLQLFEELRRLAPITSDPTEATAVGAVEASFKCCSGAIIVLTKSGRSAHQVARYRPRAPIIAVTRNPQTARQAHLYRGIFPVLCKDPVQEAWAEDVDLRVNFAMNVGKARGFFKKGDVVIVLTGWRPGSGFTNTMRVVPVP
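Kinase-Glo luminescence reports ATP generated from ADP (0.1 mM) and PEP (0.5 mM) by purified hPK-M2 after 1 h at room temperature, pH 7.2 imidazole buffer; intermediate enzyme activity allows detecting inhibitors and activators.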
Giardia killer – Giardia lamblia killing; activity change, % at 7.66 µM, hits read low; AID 540267; Giardia lamblia trophozoite viability; actives 0.15% (n = 340,000); in the data active = activity change below about -80%; inconclusive = between about -30% and that limit;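 also: parasites exposed to compound for two days anaerobically before the ATP read; % is scaled to controls: 0 for no effect and ±100 for the full control effect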
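Viability, read as ATP luminescence: trophozoites at 100 cells/well, compound added, 48 hrs anaerobic at 37 deg C, then 15-30 min room-temperature development before reading.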
ELG1 genotox – inducers of genotoxicity in HEK293T ELG1-luciferase cells. AID 504466. actives 1.3% (n = 330,000). Potency, µM (highest dose often 46 µM), inactives show at the highest dose activity change, positive = activation, hits mostly activators. HEK293T ELG1-luciferase reporter, luminescence, 16 h; also: potency is read from the fitted curve at half-maximal effect; % of control where 0% means no effect; nearly all actives have a fitted effect of over 60% in size
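ELG1-luciferase HEK293T cells, 2,000/well; compound pinned in; 16 hr, 37 °C, 5% CO2; ONE-Glo, 30 min RT; luminescence on CCD imager.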
BRCA1 expr act – BRCA1 expression activation; MCF7-BRCA1-FFLuc reporter, luminescence, 48 h; response scale: scaled: vehicle 0%, 10 µM genistein 100%; Potency, µM (doses to about 46.1 µM), for inactives: at the highest dose activation, most hits filed as activators; actives 1.1% (n = 380,000); also: potency is read from the fitted curve at half-maximal effect; nearly all actives have a fitted effect of over 80% in size; some results filed as inactive show a strong effect at the top dose
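Using MCF7 cells harboring a BRCA1 firefly luciferase reporter, plated 2 h before compound pinning, the screen measured luminescence after 48 h incubation. Responses were normalized to DMSO and 10 microM genistein, then fitted for concentration-effect.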
Menin MLL FP TR – inhibitors of human menin-MLL interaction, mutant MLL peptide. O00255. Menin + Texas Red MLL mutant peptide, fluorescence polarization. Potency, µM (highest dose often 61.6 µM), for the others: at the highest dose FP activity change, negative = inhibition, actives largely listed as inhibitors. actives 0.23% (n = 270,000). AID 1768; active = well fitted inhibition curve with a large enough effect in the polarisation, with a control signal flat, not every such curve was filed as active; inconclusive = small, poorly fitted or top-dose-only effect, or effect the other way, or a change in a side signal; inactive = no such curve, though single readings can be large or run the other way; the % refers to the polarisation; also: potency is read from the fitted curve at half-maximal effect; % of control where 0% means no effect; many of its hits are not listed in these tables
NPC1 prom act – activators of NPC1 promoter | Huh7 NPC1 promoter luciferase reporter, 24 h | Potency, µM (doses to about 9.22 µM), for the others: at the top dose activation, usual class: activators | actives 2.4% (n = 320,000) | AID 485313;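 also: potency is read from the fitted curve at half-maximal effect; % of control where 0% means no effect; nearly all actives have a fitted effect of over 60% in size; reporter is driven by a mutant NPC1 promoter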
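In 1536-well qHTS, Huh7 cells harboring an NPC1 promoter–luciferase construct received compound for 24 h; activation was quantified by luminescence following luciferase reagent addition.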
Gal4-VP16 FLuc – counter-screen for ROR gamma inhibitors: Gal4-VP16 reporter | Drosophila S2 Gal4-VP16 UAS-luciferase, luminescence, 20 h | actives 3.5% (n = 310,000) | Potency, µM (top dose mostly 53.6 µM), inactives show top-dose activity, negative = inhibition, actives largely listed as inhibitors;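 also: Gal4-VP16 expression switched on by copper sulfate through the metallothionein promoter; potency is read from the fitted curve at half-maximal effect; % is scaled to controls: 0 for no effect and ±100 for the full control effect; nearly all actives have a fitted effect of over 50% in size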
p53 reactivation – restores transcriptional activity of mutant p53; actives 0.063% (n = 320,000); H1299 p53-A138V BP100-luciferase reporter, luminescence, 24 h; Potency, µM (highest dose often 92.2 µM), for the others: at the highest dose activity change, positive = activation, hits mostly activators; also: potency is read from the fitted curve at half-maximal effect; % of control where 0% means no effect; nearly all actives have a fitted effect of over 45% in size
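p53-null H1299 cells stably carrying temperature-sensitive p53-A138V and a BP100-luciferase reporter were pinned with compounds (4-point, 1:5 series) and held 24 hrs at 37 deg C. Luminescence was read 10 min after detection reagent.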
Rab9 prom act – activators of Rab9 promoter; Huh7 Rab9 promoter-luciferase reporter, luminescence, 24 h; Potency, µM (series often up to 9.22 µM), for inactives: at the highest dose activation, negative = inhibition, usual class: activators; actives 2.8% (n = 320,000); AID 485297; also: potency is read from the fitted curve at half-maximal effect; % of control where 0% means no effect; nearly all actives have a fitted effect of over 60% in size
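Stable Rab9-luc Huh7, 1500 cells/well, 2 h settle; cmpd in DMSO, 24 h, 37 °C/5% CO2; luciferase reagent 10 min RT; luminescence.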
FLuc modulator – counter-screen for miR-21 project: firefly luciferase inhibitors or activators. P08659. Potency, µM (series often up to 57.5 µM), for the others: at the highest dose activity change, negative = inhibition, most hits filed as inhibitors. purified FLuc, Km substrates, luminescence inhibition. actives 6.9% (n = 360,000). AID 588342;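 also: potency is read from the fitted curve at half-maximal effect; plate controls were vehicle for no effect and reference inhibitor for full effect; nearly all actives have a fitted effect of over 55% in size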
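Purified P. pyralis luciferase, 10 nM final, with Km-level 10 uM D-luciferin and 10 uM ATP in 50 mM Tris acetate pH 7.5, 10 mM Mg acetate, 0.01% Tween-20, 0.05% BSA; 6-point qHTS titration about 60 µM downward; luminescence read.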
* = called active by the depositor; ? = inconclusive; . = no result given; & = joins results of further samples; [ ] = another dose, or the depositor's remark. Unless noted, calls follow the shape of the dose curve; as a rule, active = well fitted curve in the direction sought with a large enough effect; inconclusive = small, poorly fitted or top-dose-only effect, or another doubt; inactive = no such curve, though single readings can be large; an effect the other way counts as inactive or inconclusive. A portion of the library, so the mix of outcomes need not match the whole.

The line under a structure holds: NPC1 prom act	p53 reactivation	Gal4-VP16 FLuc	Menin MLL FP TR	BRCA1 expr act	FLuc modulator	Giardia killer	Rab9 prom act	PKM2 activator	ELG1 genotox	RORg inh
> O=C(CSc1ccc2nnc(-c3ccccc3)n2n1)NCC1CCCO1 (configuration not stated)
  -1%	0%	-24%	-3%	1%	3%	11	4%	-1%	1%	?
> O=C1c2ccccc2NC(c2ccccc2)N1Cc1ccco1 (configuration not stated)
  1%	0%	1%	?	15%	1%	0	-7%	8%	-6%	1%
> CC(=O)c1cccc(OCC(=O)c2cc(C)n(-c3cc(C)on3)c2C)c1
  -2%	20%	?	-16%	-21%	?	-9	-7%	4%	-7%	?
> CCN(CC)C(=O)CC(c1ccc(N(C)C)cc1)c1c(OC)cc(OC)c2c(-c3ccccc3)cc(=O)oc12 (configuration not stated)
  -2%	1%	-18%&-15%	-12%	-25%	3%	11&2	0%	-1%	-6%	44%&42%
> COc1ccc(C(=O)Nn2c(SCc3ccc([N+](=O)[O-])cc3)nc3ccccc3c2=O)cc1
  2.5µM*	-5%	?	?	?	12µM*	-9	4µM*	-4%	?	-13%
> CCC(C(=O)NC1CCCC1)N(C(=O)Cn1nnc(-c2ccc(C)o2)n1)C(C)(C)C (configuration not stated)
  2%	-11%	3%	-4%	0%	-5%	-9	6%	-22%	1%	-6%
> O=[N+]([O-])c1ccn(-c2nc(-c3cccs3)cc(C(F)(F)F)n2)n1
  -1%	0%	-10%	?	1%	-1%	?	-2%	4%	?	-7%
> O=C(NCc1ccco1)c1ccc(CS(=O)(=O)c2cccc(C(F)(F)F)c2)o1
  -1%	7%	-7%	-5%	1%	8%	-11	-3%	0%	-1%	?
> CCOC(=O)c1c(NC(=O)Nc2ccc(Cl)cc2)sc(C)c1C
  -5%	0%	?	?	-23%	5%	11	-4%	4%	5%	-42%
> CCOc1ccccc1N(CC(=O)NC1CCCC1)C(=O)CCC(=O)Nc1cc(C)on1
  -2%	0%	-11%	-22%	-25%	1%	12	2%	-10%	1%	33%
> CC1CCN(C(=O)CN2C(=O)NC3(CCCc4ccccc43)C2=O)CC1 (configuration not stated)
  6%	-9%	.	.	2%	-3%	3	9%	.	2%	.
> CC(=O)N1CCN(S(=O)(=O)c2cccc(C(=O)OCc3cccc(F)c3)c2)CC1
  -1%	-6%	.	.	-24%	2%	-7	-5%	.	-4%	.
> CCOC(=O)C(=O)Nc1nccs1
  -4%	9%	3%	-14%	3%	1%	3	-4%	-33%	1%	-12%
> CN(C)C(CNC(=O)c1ccc2ccccc2n1)c1ccccc1 (configuration not stated)
  0%	-6%	5%	1%	-5%	2%	-13	0%	-4%	1%	-30%
> COCCn1nnnc1C(c1ccc(C)cc1)N1CCN(Cc2ccc3c(c2)OCO3)CC1 (configuration not stated)
  -4%	-12%	4%	-12%	-10%	3%	-16	0%	1%	-1%	?
> O=C(Nc1nc(SCc2ccc(F)cc2)ns1)c1ccco1
  13%	?	?	-5%	68%	21µM*	2	20%	0%	13%	7%
> C/C(=N\N(c1ccccc1)c1ccccc1)c1ccco1
  -1%	3%	-4%	-15%	0%	-10%	1	1%	3%	-1%	32%
> CCCCC(=O)Nc1ccccc1N1CCN(c2ccc(F)cc2)CC1
  -5%	.	4%	-1%	-18%	4%	-7	-5%	-1%[11.5 µM]	-1%	?
> CC1(C)NC(=O)N(CC(=O)OCc2cc(=O)n3cc(Br)ccc3n2)C1=O
  -5%	14%	4%	-13%	-3%	-1%	-15	6%	-2%	1%	-8%
> CC1CC(=O)NN=C1c1ccc(NCCO)c([N+](=O)[O-])c1 (configuration not stated)
  2%	12%	-14%	12%	9%	0%	-5	-9%	-7%	?	-37%
> O=C(Nc1ccc(S(=O)(=O)NCc2ccco2)cc1)c1ccc(F)cc1
  -3%	7%	-1%	?	-15%	0%	-2	-3%	-1%	-14%	?
> CCCC1=C(C(=O)OCC)C(c2sccc2C)n2ncnc2N1 (configuration not stated)
  -1%	1%	2%	.	-26%	0%	2	2%	22%	-2%	-19%
> O=C(COC(=O)C1CC(O)CN1S(=O)(=O)c1ccc(Cl)cc1)c1ccccc1Cl (configuration not stated)
  -2%	22%	24%	23%	25%	?	14	0%	4%	1%	27%
> O=C(c1cccc(S(=O)(=O)N2CCCCC2)c1)N(CCc1ccccc1)Cc1ccccc1
  -4%	-3%	.	.	-53%	-1%	2	0%	.	27%	.
> O=S(=O)(c1cccc(NC(=S)N2CCN(c3cccc(Cl)c3)CC2)c1)C(F)F
  -2%	9%	?	?	-87%	4%	6	-2%	23%	-2%	13µM*
> Cc1[nH]c(=O)[nH]c(=O)c1S(=O)(=O)N1CCOCC1
  10%	11%	5%	1%	3%	0%	2	26%	-10%	1%	14%
> CCOC(=O)CSc1nnc(CNC(=O)c2cccs2)n1CCc1ccccc1
  3%	3%	-5%	-8%	-1%	-3%	-16	8%	-9%	-5%	-22%
> CC1CCCC(NC(=O)CSc2nccn2C)C1C (configuration not stated)
  3%	-6%	3%	-3%	1%	-1%	8	-4%	-1%	0%	-29%
> N#CC(=C1CCCC1)c1nc(-c2ccccc2O)cs1
  2.8µM*	?	-4%	?	13%	1.3µM*	0	3.5µM*	-5%	3.7µM*	-33%
> CCOc1ccc(C(=O)NC(=S)Nc2ccc(N3CCCCC3)cc2)cc1[N+](=O)[O-]
  -3%	-2%	4µM*	?	-39%	-16%	-4	3%	-10%	5%	3.2µM*
> NNC(=O)[C@H](Cc1ccccc1)NC(=O)Nc1ccc2c(c1)OCCO2
  -6%	-2%	-4%	.	22%	3%	11	-3%	0%	0%	41%
> Cc1cc(Cl)cc(Br)c1OCCCCn1cncn1
  -2%	-4%	3%	-19%	-8%	-5%	3	-7%	-14%	1%	-2%
> CCCCC(=O)N(c1ccc(OC)cc1)C1C=CS(=O)(=O)C1 (configuration not stated)
  -2%	-3%	3%	12%	-1%	7%	-14	-2%	6%	-2%	33%
> COc1cc(S(=O)(=O)N2CCOCC2)ccc1NC(=O)c1cc2c(s1)CCC2
  -1%	-2%	-6%	4%	-40%	6%	-8	-8%	0%	-2%	16%
> Cc1cc(Cl)c2c(c1)[C@]1(C(=O)N2)[C@@H]2C(=O)N(Cc3ccccc3)C(=O)[C@@H]2[C@@H]2CCCN21
  -1%	-3%	-5%	1%	-66%	0%	-5	-1%	16%	-12%	0%
> O=S(=O)(NCc1ccccc1)NCc1ccccc1F
  -3%	-4%	-12%	-6%	3%	-4%	8	-1%	-5%	-2%	36%
> CC(=O)Nc1ccc(NC(=O)c2ccc(Cl)nc2)cc1
  0%	0%	7%	.	-2%	-4%	9	-5%	-4%	0%	0%
> O=C(NCCc1ccncc1)Nc1cccc(Cl)c1
  11%	-2%	0%	-1%	-24%	0%	-4	0%	-2%	-1%	30%
> C/C(=N\NC(=O)c1cccc(Br)c1)c1ccc(Br)cc1
  8%	-5%	?	.	7%	0%	10	1%	-2%	9%	?
> COc1ccc(CCNc2ccc(C(=O)O)cc2[N+](=O)[O-])cc1OC
  -1%	-2%	-8%	-1%	0%	-3%	1	-9%	1%	4%	-3%
> CCOC(=O)Cn1c(C)c(Br)c(=O)c2cccc(C)c21
  14%	5%	-8%	7%	-3%	-7%	13	4%	-9%	-4%	-13%
> COc1ccc(CN2CCNC(=O)C2CC(=O)N(C)Cc2nccs2)cc1OC (configuration not stated)
  -2%	9%	-6%	3%	4%	1%	-14	-2%	-2%	5%	-25%
> Cc1cccc(NC(=O)CCN2C(=O)C3C4C=CC(C4)C3C2=O)n1 (configuration not stated)
  0%	8%	-1%	1%	16%	5%	-9	0%	0%	2%	-2%
> CCCOC(=O)c1ccc(OCC(O)Cn2c(C)nc3ccccc32)cc1 (configuration not stated)
  -22%	-3%	3.2µM*	1%	-2%	3%	-7	-31%[inhibitor]	8%	10µM*	?
> CCc1c(C)nc2c(OC)cccc2c1Cl
  -2%	5%	6%	1%	30%	?	-3	-4%	-8%	-1%	?

Screens deposited in PubChem by National Center for Advancing Translational Sciences (NCATS).
